SMN2 splice enh: SMN2 splice variant enhancement; HEK293 SMN2-luciferase splicing reporter, luminescence, 30-36 h; Potency, µM (series often up to 46.1 µM), for inactives: at the top dose activity change, positive = activation, usual class: activators; actives 2.8% (n = 210,000); also: % of control where 0% means no effect; nearly all actives have a fitted effect of over 55% in size
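qHTS luciferase splicing reporter: luminescence rises when SMN2 exon 7 is included in transfected HEK293 cells. Compound exposure lasted 30-36 h at 37C, with 4.5 mM final sodium butyrate as control, followed by a ONE-Glo read.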
GAA glycogen: alters human alpha-glucosidase cleavage of glycogen; P10253; recombinant GAA, glycogen substrate, Amplex Red glucose oxidase fluorescence; Potency, µM (doses to about 76.4 µM), for the others: top-dose activity change, negative = inhibition, actives largely listed as inhibitors; actives 0.38% (n = 300,000);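 also: 0% = full enzyme reaction and -100% = no-enzyme basal signal; the screen sought inhibitors and activators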
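Natural-substrate format: glycogen cleavage by 4 nM human enzyme, glucose read by Amplex Red coupling (Ex 573, Em 610 nm). Normalized to enzyme and no-enzyme controls.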
An asterisk follows results filed as active; ? = inconclusive; & = joins results of further samples; [ ] = remark or other dose. Calls follow the shape of the dose curve; as a rule, active = well fitted curve in the direction sought with a large enough effect; inconclusive = small, poorly fitted or top-dose-only effect, or another doubt; inactive = no such curve, though single readings can be large; an effect the other way counts as inactive or inconclusive. Potency is read from the fitted curve at half-maximal effect.

Each structure is followed by: SMN2 splice enh, GAA glycogen
1: O=C(Nc1ccc(Br)cc1F)C(NS(=O)(=O)c1cccc2nsnc12)c1ccccc1 (configuration not stated)
 : -24%, 13%[76.3 µM]
2: Cc1nc2nncn2c(NCc2ccc(F)cc2)c1C
 : -74%[inhibitor], 13%[76.3 µM]
3: COc1ccc(/C=C(\C#N)c2nc3ccccc3c(=O)[nH]2)cc1OC
 : -7%, 7%[76.3 µM]
4: Cc1ccc(NC(=O)c2c(C)nn(-c3ccccc3)c2-n2cccc2)c(Cl)c1
 : -3%, -2%[76.3 µM]
5: COc1ccc(CCNCc2c(C(=O)O)c(C)n(Cc3c(F)cccc3Cl)c2C)cc1OC
 : -1%, -3%[76.3 µM]
6: COc1ccc(Cl)cc1NS(=O)(=O)c1cc(Br)cc2c1N(C(=O)C1CC1)CC2
 : -5%, 8%[76.3 µM]
7: COc1ccccc1N1CCN(C(=O)c2cn(CC(C)C)c(=O)c3c2c2ccccc2n3C)CC1
 : ?, 10%[76.3 µM]
8: COc1ccccc1CNC(=O)c1ccc(CSc2nc3ccncc3n2Cc2ccccc2C)cc1
 : 1%, 4%[76.3 µM]
9: Cc1cc(O)c(C(=O)c2cnc3c(c2)COc2ccccc2-3)cc1Cl
 : 2%, 8%[76.3 µM]
10: COc1cc(OC)c(NC(=O)c2cn(C3CCCC3)c(=O)c3c2c2ccccc2n3C)cc1Cl
 : -4%, 13%[76.3 µM]
11: COc1ccc(-c2nc3ccccc3o2)cc1NC(=O)c1cc([N+](=O)[O-])ccc1N1CCOCC1
 : 13%, -20%[76.3 µM]
12: COc1ccc(C(=O)N2CCC(C(=O)Nc3ccccc3Cl)CC2)cc1
 : -6%, -2%[76.3 µM]
13: CCOC(=O)N1CCc2c(sc3c2C(=O)NC(c2cc(OC)c(OC)c(OC)c2)N3)C1 (configuration not stated)
 : -6%, ?
14: CCOC(=O)c1c(-c2ccc(Br)cc2)csc1NC(=O)c1ccc(F)cc1
 : 2%, -14%[76.3 µM]
15: CCN1C(=O)c2ccccc2S(=O)c2ccc(C(=O)NCc3ccc(OC)cc3)cc21 (configuration not stated)
 : -8%, -10%&1%[76.3 µM]
16: COc1ccccc1CNC(=O)CCCCn1c(=O)c2ccccc2n(Cc2ccccc2F)c1=O
 : -4%, 16%[76.3 µM]
17: COc1ccccc1CNC(=O)c1ccc(CS(=O)(=O)c2c(Cl)cccc2Cl)o1
 : -7%, 0%[76.3 µM]
18: CCOc1ccccc1NC(=O)c1cc2c(Cl)nc3ccccc3c2s1
 : -1%, 18%[76.3 µM]
19: Cc1ccc(N2C(=O)CS(=O)(=O)C23C(=O)N(Cc2cccc(F)c2)c2ccccc23)cc1Cl (configuration not stated)
 : -7%, -13%[76.3 µM]
20: Cc1ccc(C)c(OCCn2c(-c3ccc(Cl)cc3)nc3ccccc3c2=O)c1C
 : -7%, 4%[76.3 µM]
21: CCOc1ccc(NC(=O)c2sc3ccccc3c2Cl)cc1
 : -6%, 18%[76.3 µM]
22: Cc1ccccc1NC(=O)CC1NCCNC1=O (configuration not stated)
 : -30%, 3%[76.3 µM]
23: O=C(CSc1nc2ccccc2n1Cc1ccc(F)c(Cl)c1)N1CCN(c2ccc(F)cc2)CC1
 : 14%, 2%[76.3 µM]
24: COc1ccccc1OCCn1c(-c2ccc(Br)cc2)nc2ccccc2c1=O
 : -6%, 0%[76.3 µM]
25: Cc1ccc(S(=O)(=O)Nc2cc(Cl)c3oc4c(c3c2)CCCC4)cc1
 : -28%, -25%[76.3 µM]
26: COc1ccc(-n2c(=O)c3ccc(C(=O)NCc4ccc(C)cc4)cc3n(Cc3ccc(F)cc3Cl)c2=O)cc1
 : -5%, 4%[76.3 µM]
27: Cc1cc(C)n2nc(CNS(=O)(=O)c3ccc(C)c(C)c3)nc2n1
 : -9%, 2%&-12%[76.3 µM]
28: COC(=O)c1cc2sc(C)cc2n1CC(=O)Nc1cccc(SC)c1
 : -7%, 14%[76.3 µM]
29: COc1ccc(CNc2nc(-c3ccco3)nn2C(=O)c2ccccc2Cl)cc1
 : ?, -6%[76.3 µM]
30: CCCNC(=O)c1c(NC(=O)c2ccc(C)cc2)sc2c1CCCCC2
 : -14%, -7%[76.3 µM]

Reformatted: results already given.
| item | SMILES | SMN2 splice enh | GAA glycogen |
| --- | --- | --- | --- |
| 1 | O=C(Nc1ccc(Br)cc1F)C(NS(=O)(=O)c1cccc2nsnc12)c1ccccc1 (configuration not stated) | -24% | 13%[76.3 µM] |
| 18 | CCOc1ccccc1NC(=O)c1cc2c(Cl)nc3ccccc3c2s1 | -1% | 18%[76.3 µM] |

Complete entries, quoted from the list.
Entry for O=C(Nc1ccc(Br)cc1F)C(NS(=O)(=O)c1cccc2nsnc12)c1ccccc1 (configuration not stated) → SMN2 splice enh: -24%; GAA glycogen: 13%[76.3 µM]
Entry for COc1ccc(-c2nc3ccccc3o2)cc1NC(=O)c1cc([N+](=O)[O-])ccc1N1CCOCC1 → SMN2 splice enh: 13%; GAA glycogen: -20%[76.3 µM]

Returning to the listing, repeating the two entries before the break.
Each structure is followed by: SMN2 splice enh, GAA glycogen
29: COc1ccc(CNc2nc(-c3ccco3)nn2C(=O)c2ccccc2Cl)cc1
 : ?, -6%[76.3 µM]
30: CCCNC(=O)c1c(NC(=O)c2ccc(C)cc2)sc2c1CCCCC2
 : -14%, -7%[76.3 µM]
31: CCC1CN(C(=O)N2CCC(C(=O)O)CC2)c2cc(C)ccc2O1 (configuration not stated)
 : 10%, -15%[76.3 µM]
32: CC(C)CNc1ncnc2onc(-c3ccc(Cl)cc3)c12
 : -9%, 14%[76.3 µM]
33: Cc1ccc(C(NC(=O)Cc2cccs2)C(=O)Nc2ccc(C(C)C)cc2)cc1 (configuration not stated)
 : 2%, 7%[76.3 µM]
34: Cc1cccc(NC(=O)C2CCCN(S(=O)(=O)c3ccc(Br)s3)C2)c1 (configuration not stated)
 : -19%, 7%[76.3 µM]
35: Cn1c(=O)[nH]c(=O)c2c1nc(N1CCOCC1)n2Cc1ccccc1
 : -1%, -10%[76.3 µM]
36: COc1cccc(-c2nc(S(=O)(=O)c3ccc(C)cc3)c(NCc3ccccc3)o2)c1
 : 14%, -9%[76.3 µM]
37: Cc1cc(C)c(Cn2c3ccccc3c3cnn(CC(=O)NCc4ccccn4)c(=O)c32)c(C)c1
 : 0%, -4%&-4%[76.3 µM]
38: COc1ccc(C)cc1-n1c(-c2ccc(Cl)cc2)cc2c1CC(C)(C)CC2=O
 : 14%, -1%[76.3 µM]
39: CCc1cccc(C)c1NC(=O)CC1Oc2ccc(C)cc2NC1=O (configuration not stated)
 : -3%, 2%
40: CCOc1cc(/C=C(\C#N)C(=O)Nc2ccccc2C)ccc1OCc1cc(=O)n2nc(CC)sc2n1
 : 12%, -3%[76.3 µM]
41: O=c1c2cccnc2n(Cc2cccc(F)c2)c(=O)n1Cc1ccc(F)cc1
 : -6%, -12%[76.3 µM]
42: Cc1ccccc1Nc1c(-c2c[nH]c3ccccc23)nc2ccccn12
 : 22%, ?
43: Cc1cccc(CNC(=O)c2ccc3c(c2)N(C)CCS3)c1
 : 16%, -19%&-14%[76.3 µM]
44: CCOc1ccc(NC(=O)CN2CCCN(Cc3cc(C)ccc3C)S2(=O)=O)cc1
 : -32%[inhibitor], -16%[76.3 µM]
45: CCn1c2ccccc2c2nnc(SCCN3CCCCC3)nc21
 : 4%, 14%&-5%[76.3 µM]
46: Cc1cccc(-c2noc(CN(C(=O)c3ccccc3Cl)C(C)C)n2)c1
 : -8%, 13%[76.3 µM]
47: Nc1nc(SCC(=O)Nc2cccc(C(F)(F)F)c2)n[nH]1
 : -14%, 20%[76.3 µM]
48: COc1cccc(NC(=O)N(Cc2cn(C)c3ccccc23)C2CCCCC2)c1
 : 4%, -17%[76.3 µM]
49: COc1ccc(NC(=O)Cn2c(=O)n(CCc3ccccc3)c(=O)c3sc4ccccc4c32)cc1
 : 14%, 15%[76.3 µM]
50: Cc1nnc(N2CCN(c3cccc(C(F)(F)F)c3)CC2)c2c1nnn2Cc1ccccc1
 : -6%, -8%[76.3 µM]
51: COC(=O)c1cc2sccc2n1Cc1ccccc1
 : 2%, -7%[76.3 µM]
52: N#C/C(=C\c1ccc(-c2ccc(Cl)c(C(=O)O)c2)o1)c1nc2ccccc2[nH]1
 : 2%, 7%[76.3 µM]
53: CCc1ccc(NC(=O)N(Cc2c[nH]c3ccccc23)C2CCCCC2)cc1
 : 9%, -7%[76.3 µM]
54: CCc1ccc(C(=O)c2cnc3ccc(F)cc3c2S(=O)(=O)c2ccccc2)cc1
 : -5%, -8%[76.3 µM]
55: CCN1C(=O)c2ccccc2S(=O)(=O)c2ccc(C(=O)NCc3ccccc3)cc21
 : 23%, 2%[76.3 µM]
56: O=C(Nc1cccc(-c2nc3ccccc3o2)c1)c1cc([N+](=O)[O-])ccc1N1CCOCC1
 : 6%, 11%[76.3 µM]
57: Cc1cccc(N2CCN(C(=O)CN3C(=O)COc4ccc(S(=O)(=O)N5CCCCCC5)cc43)CC2)c1C
 : -9%, -5%[76.3 µM]
58: Cc1cccc(C)c1NC(=O)Cn1nnc(C(=O)Nc2c(C)cccc2C)c1N
 : -10%, 15%[76.3 µM]
59: COc1ccc(-c2nc3ccc(C)cn3c2Nc2ccc3c(c2)OCO3)cc1
 : 2%, 18µM*
60: CCn1cc(C(=O)N2CCN(c3ccc(F)cc3)CC2)c(=O)c2cc(S(=O)(=O)N3CCOCC3)ccc21
 : -12%, 11%[76.3 µM]

Looked up above.
COc1cccc(NC(=O)N(Cc2cn(C)c3ccccc23)C2CCCCC2)c1 in GAA glycogen shows -17%[76.3 µM]
CCC1CN(C(=O)N2CCC(C(=O)O)CC2)c2cc(C)ccc2O1 (configuration not stated) in SMN2 splice enh shows 10%
CCn1c2ccccc2c2nnc(SCCN3CCCCC3)nc21 in GAA glycogen shows 14%&-5%[76.3 µM]
O=C(Nc1cccc(-c2nc3ccccc3o2)c1)c1cc([N+](=O)[O-])ccc1N1CCOCC1 in GAA glycogen shows 11%[76.3 µM]
COc1ccc(-c2nc3ccc(C)cn3c2Nc2ccc3c(c2)OCO3)cc1 in SMN2 splice enh shows 2%

Additional compounds follow.
Each structure is followed by: SMN2 splice enh, GAA glycogen
61: CCOc1ccccc1NC(=O)Cn1c(=O)n(CCCC(=O)NCc2ccc(C)cc2)c(=O)c2ccccc21
 : -7%, 16%[76.3 µM]
62: Cn1nnnc1SCCNCc1ccc(OCc2ccc(Cl)cc2)cc1
 : -55%[inhibitor], 3%[76.3 µM]
63: Cc1cc2ccccc2n1CCNC(=O)c1cccc(Br)c1
 : 6%, 13%[76.3 µM]
64: COc1ccc(CN(C(=O)c2cc3ccccc3oc2=O)C2CCS(=O)(=O)C2)cc1OC (configuration not stated)
 : ?, -1%
65: COc1ccc(C2=NC(C)(C)N(CC(=O)Nc3cccc(C)c3)C2=O)cc1
 : -19%, 4%[76.3 µM]
66: O=S(=O)(c1ccc(-c2csc(=Nc3ccc(OC(F)(F)Cl)cc3)n2CCCO)cc1)N1CCCC1
 : -103%[inhibitor], -17%[76.3 µM]
67: CC(C)c1ccc2oc(-c3ccc(NC(=O)c4cc5ccccc5o4)cc3)nc2c1
 : -23%, 13%[76.3 µM]
68: COc1ccc(S(=O)(=O)N(CC(=O)NCc2ccccc2)c2ccc(C)cc2)cc1OC
 : 4%, -9%[76.3 µM]
69: COc1ccc(CNC(=O)Cc2coc3ccc(C(C)C)cc23)cc1
 : -5%, -12%[76.3 µM]
70: COc1ccccc1NC(=O)c1nc(SCc2ccc(F)cc2)ncc1Cl
 : -5%, -9%[76.3 µM]
71: COc1ccc(-c2noc(COc3cc(C)ccc3C)n2)cc1OC
 : -25%, -9%[76.3 µM]
72: Cc1nc2cc(C(=O)O)ccc2n1-c1ccc(C(C)C)cc1
 : ?, -10%[76.3 µM]
73: Cn1c(NCCCO)nc2c1c(=O)n(Cc1cccc(F)c1)c(=O)n2C
 : 12%, 14%[76.3 µM]
74: COc1cccc(-c2csc(-c3c(N)c(C(=O)c4ccc5c(c4)OCO5)n4ccccc34)n2)c1
 : ?, 12%[76.3 µM]
75: Cc1cc(Oc2c(C(F)(F)F)oc3c(CN4CCC(C)CC4)c(O)ccc3c2=O)cc(C)c1Cl
 : 0%, 3%[76.3 µM]

Not all compounds are listed; count on the stated rates, not on these rows.
